MazF activator: activators of E. coli MazEF toxin-antitoxin RNase, primary screen, biochemical, fluorescence, uHTS; FAM/BHQ RNA-DNA oligo cleavage fluorescence, 5 h; activation, % at 20 µM; 350,000 tested, 0.32% active; AID 504720, 2011; in the data active = activation above about 50%
Target sequence (P0AE70 whole entry, looked up): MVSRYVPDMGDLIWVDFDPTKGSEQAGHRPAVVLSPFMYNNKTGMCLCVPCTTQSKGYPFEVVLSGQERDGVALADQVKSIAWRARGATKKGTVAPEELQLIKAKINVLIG
BioA inh: M. tuberculosis BioA enzyme inhibitors, primary screen, biochemical, plate reader, single point, HTS; 7,8-diaminopelargonic acid synthase BioA (Mycobacterium tuberculosis); purified M. tuberculosis BioA enzyme; inhibition, % at 9.99 µM; 360,000 tested, 0.096% active; AID 602481, 2012; in the data active = inhibition above about 40%; inconclusive = no clear call, values can overlap the other calls
BoNT F protease: BoNT/F light chain protease inhibitors, primary screen, biochemical, flow cytometry, MLPCN library | Botulinum neurotoxin type F light chain protease (Clostridium botulinum) | Multiplex microsphere protease cleavage assay | inhibition, % at 10 µM | 360,000 tested, 0.22% active | AID 588497, 2011; in the data active = inhibition above about 35%, passing the limit was not always enough; inconclusive = no clear call, values can overlap the other calls; note: plate controls were buffer without enzyme for full effect and enzyme alone for no effect
CCHFV vOTU inh: CCHFV vOTU protease inhibitors, primary screen, biochemical, Pep-AMC substrate, fluorescence | Crimean-Congo hemorrhagic fever virus L polyprotein viral ovarian tumor (vOTU) protease … | inhibition, % at 11.5 µM | 370,000 tested, 0.55% active | AID 651958, 2012; note: 0% = vehicle wells with enzyme and 100% = no enzyme wells
FadD28 FP inh: inhibitors of FadD28 bisubstrate probe binding, primary screen, biochemical, fluorescence polarization, single point; 360,000 tested, 0.22% active; inhibition, % at 12.5 µM; Mycobacterium tuberculosis FadD28 fatty-acid-AMP ligase; in the data active = inhibition above about 8.5%, passing the limit was not always enough; inconclusive = no clear call, values can overlap the other calls
UGM FP inh: M. tuberculosis UGM enzyme inhibitors, primary screen, biochemical, fluorescence polarization, single point | UDP-galactopyranose mutase (Mycobacterium tuberculosis (strain ATCC 25618 / H37Rv)), … | purified UGM, fluorescence polarization probe displacement | inhibition, % at 10 µM | 320,000 tested, 0.06% active | AID 504406, 2011; in the data active = inhibition above about 10%, passing the limit was not always enough; inconclusive = no clear call, values can overlap the other calls
Target sequence (P9WIQ1 whole entry, looked up): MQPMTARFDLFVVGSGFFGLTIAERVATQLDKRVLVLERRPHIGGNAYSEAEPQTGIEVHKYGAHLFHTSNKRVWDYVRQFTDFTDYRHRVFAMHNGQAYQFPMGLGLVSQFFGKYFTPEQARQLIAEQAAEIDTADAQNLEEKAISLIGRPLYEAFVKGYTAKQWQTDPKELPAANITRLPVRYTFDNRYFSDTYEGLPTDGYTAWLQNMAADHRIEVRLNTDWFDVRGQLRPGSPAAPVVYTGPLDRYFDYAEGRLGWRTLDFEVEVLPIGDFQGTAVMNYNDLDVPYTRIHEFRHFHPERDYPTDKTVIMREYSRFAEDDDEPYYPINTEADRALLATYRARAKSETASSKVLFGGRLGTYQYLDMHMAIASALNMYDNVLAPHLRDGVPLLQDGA
Mtb FBA inh: Mtb FBA enzyme inhibitors, primary screen, biochemical, fluorescence, strain H37Rv; Fructose-bisphosphate aldolase (Mycobacterium tuberculosis (strain ATCC 25618 / H37Rv)), …; purified M. tuberculosis FBA, fluorescence read-out; inhibition, % at 1 µM; 360,000 tested, 2.3% active; in the data active = inhibition above about 27%;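 note: 0% = vehicle and 100% = reference inhibitor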
VHR inh abs: VHR1 phosphatase inhibitors, primary screen, biochemical, absorbance, uHTS. Dual specificity protein phosphatase 3 (Homo sapiens), P51452. recombinant VHR phosphatase, pNPP absorbance. inhibition, % at 13.3 µM. 290,000 tested, 0.52% active; in the data active = inhibition above about 50%; note: some compounds called inactive have numbers as strong as hits
GDH-TPI counter: GDH-TPI coupling enzyme inhibitors, primary screen, artefact control for M. tuberculosis FBA inhibitor project, biochemical, absorbance, full deck; GDH-TPI coupled enzyme counterscreen, NADH absorbance; inhibition, % at 4.8 µM; 360,000 tested, 1.2% active; AID 588335, 2011;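 note: 0% = DMSO wells and 100% = wells lacking the enzyme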
Rv3671c protease: Rv3671c serine protease inhibitors, primary screen, biochemical, fluorescence polarization, M. tuberculosis H37Rv | P9WHR9 | inhibition, % at 5.96 µM | 320,000 tested, 0.048% active; in the data active = inhibition above about 38%;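 note: extracellular domain of Rv3671c used as enzyme; 0% = enzyme with DMSO and 100% = no enzyme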
Target sequence (P9WHR9 whole entry, looked up, the tested form may be a part): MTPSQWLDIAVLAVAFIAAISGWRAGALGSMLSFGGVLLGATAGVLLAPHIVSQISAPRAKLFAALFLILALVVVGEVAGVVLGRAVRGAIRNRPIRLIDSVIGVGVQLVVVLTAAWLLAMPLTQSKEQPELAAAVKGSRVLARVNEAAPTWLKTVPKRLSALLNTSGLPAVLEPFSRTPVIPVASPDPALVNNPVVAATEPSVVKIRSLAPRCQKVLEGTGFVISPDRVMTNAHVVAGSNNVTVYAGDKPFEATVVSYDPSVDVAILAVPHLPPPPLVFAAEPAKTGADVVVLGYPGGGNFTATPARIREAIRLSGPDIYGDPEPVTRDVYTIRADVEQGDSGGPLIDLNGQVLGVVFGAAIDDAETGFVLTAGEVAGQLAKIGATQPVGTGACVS
Numbers without * were called inactive; u = inconclusive; x = not tested or not shown. Cut-off read from the data, not from the text of the source, unless noted: active = inhibition above about 30%; inactive = the rest.

compound	MazF activator	BioA inh	BoNT F protease	CCHFV vOTU inh	FadD28 FP inh	UGM FP inh	Mtb FBA inh	VHR inh abs	GDH-TPI counter	Rv3671c protease
Cc1noc(C)c1C(=O)Nc1ccc(C#N)cc1	3	0.6	-9	-2	0.4	-3.8	1	-14	-1	-4
CCc1ccc([C@@H]2CC=C(C(=O)O)[C@H](c3ccc(C)cc3)N2S(=O)(=O)c2ccc(C)cc2)cc1	4	5.4	-4	32*	-7.4	x	-1	x	-1	2
O=C1NC(=O)C(=Cc2ccc(-c3ccc(Cl)cc3)o2)C(=O)N1	-28	1.4	-3	x	0.3	1.1	7	13	14	1
Cc1ccc(N=CC2=C(O)CC(c3cccc(Cl)c3)CC2=O)cc1 (stereo not given)	0	x	-1	-6	0.4	0.8	2	-8	-3	-5
COC(=O)c1ccc(N2C(=O)C3CC=CC(C)C3C2=O)cc1 (stereo not given)	6	-2.5	-3	-13	-0.7	1.2	-1	4	-3	4
Cn1c(=O)c2ncn(CC(=O)N/N=C/C=C/c3ccccc3)c2n(C)c1=O	4	x	8	-10	1.1	-2.6	-1	-2	16	4
Cc1nnc(SCC(=O)N(Cc2ccccc2)C(C)(C)C)[nH]c1=O	4	x	9	-12	-3.4	-1.4	-1	0	3	5
Cc1cc(NC(=O)CCl)on1	-24	x	4	-4	0.5	1.4	1	4	1	16
O=C(CSc1ncn[nH]1)NCc1ccc(Cl)cc1	-1	3.5	2	3	0.2	-0.4	0	21	-2	-6
Cc1cc(C)n(-c2nc(C(=O)O)cs2)n1	11	x	-3	0	-3.8	0.0	0	22	-4	4
C=CCOC(=O)C1C(=O)CC(C)(O)C(C(=O)OCC=C)C1c1ccc(N(C)C)cc1 (stereo not given)	12	4.7	-1	7	0.5	0.5	1	29	-2	10
COc1ccccc1/C=C/C(=O)c1ccccc1	1	x	u	-11	-1.6	1.2	1	23	8	x
COc1ccccc1NC(=O)/C=C/C(=O)O	-18	-1.7	5	4	0.2	-3.3	-3	26	7	6
CN(C)c1ccc(C(c2nnnn2CCOC(=O)Nc2ccc(Cl)cc2)N2CCOCC2)cc1 (stereo not given)	-7	-0.2	3	2	-1.1	x	8	-4	13	x
CC(NC(=O)CCCOc1ccc(Cl)cc1)c1ccccc1 (stereo not given)	-17	-2.1	-8	-9	-2.3	0.5	-5	5	2	8
Cc1ccc2c(c1)[C@@H]1[C@H](CO2)[C@H](c2ccccc2)[C@]2(C)C(=O)N[C@H](C)C(=O)N12	-1	-3.2	3	6	-3.7	1.0	0	x	-7	-1
CN(c1ccccc1)S(=O)(=O)c1ccc(C(=O)NCc2ccccc2F)cc1	6	0.3	-12	-10	-1.2	-0.6	2	x	10	-4
Cc1ccc(Sc2ncccc2COC(=O)Nc2c(C)cccc2C)cc1	-11	0.1	-1	10	-0.5	1.6	3	14	9	-7
ClCc1nnc(-c2cc3c(s2)CCCC3)o1	-16	x	-9	2	-3.8	x	4	-27	-8	x
Cc1ccc(NC(=O)/C=C/c2ccc([N+](=O)[O-])s2)cc1	-1	x	2	-8	-1.1	-0.6	8	9	10	4
C=C(C)Cn1c(CCCNC(=O)CC)nc2ccccc21	3	1.0	11	-10	-0.1	-1.1	2	-9	3	-3
CC(O)CNc1nc2c(c(=O)n(Cc3ccc(Br)cc3)c(=O)n2C)n1C (stereo not given)	9	0.2	7	3	-1.2	-2.7	2	-12	3	2
CCC(Sc1nc2ccccc2c(=O)[nH]1)C(=O)Nc1ccc(C(C)=O)cc1 (stereo not given)	6	-0.3	3	-4	-1.8	-0.9	0	-10	1	-10
COc1ccc(-n2c(Cc3cccn3C)nnc2SCC(=O)Nc2cccc(OC)c2)cc1	7	3.1	-12	-6	-2.7	0.5	3	25	-6	1

Part of the list above, with two lines to a compound:
Results follow in this order: MazF activator, BioA inh, BoNT F protease, CCHFV vOTU inh, FadD28 FP inh, UGM FP inh, Mtb FBA inh, VHR inh abs, GDH-TPI counter, Rv3671c protease
Cc1ccc(N=CC2=C(O)CC(c3cccc(Cl)c3)CC2=O)cc1 (stereo not given)
 : 0, x, -1, -6, 0.4, 0.8, 2, -8, -3, -5
COC(=O)c1ccc(N2C(=O)C3CC=CC(C)C3C2=O)cc1 (stereo not given)
 : 6, -2.5, -3, -13, -0.7, 1.2, -1, 4, -3, 4
Cn1c(=O)c2ncn(CC(=O)N/N=C/C=C/c3ccccc3)c2n(C)c1=O
 : 4, x, 8, -10, 1.1, -2.6, -1, -2, 16, 4

Next compounds follow.
compound	MazF activator	BioA inh	BoNT F protease	CCHFV vOTU inh	FadD28 FP inh	UGM FP inh	Mtb FBA inh	VHR inh abs	GDH-TPI counter	Rv3671c protease
CC(C)NC(=O)c1cccc(Br)c1	1	-1.1	-1	-15	1.1	-0.2	3	24	4	1
O=C(CCNC(=O)c1ccc(Cl)cc1)NCc1cccc(C(F)(F)F)c1	-8	-0.7	u	10	0.5	-1.8	2	x	2	-5
COc1cccc(OC)c1C(=O)Nc1ccc(Cc2ccncc2)cc1	2	x	-5	-9	-1.8	2.3	0	4	-6	10
Cc1cc(C)nc(NS(=O)(=O)c2ccc(NC(=O)CN3C(=O)S/C(=C\c4ccccc4)C3=O)cc2)n1	-4	x	-34	13	-0.5	3.7	-2	-7	30	-13
COc1ccc(-c2ccccc2C2=CC(=O)CC(C)(C)C2=O)cc1	7	0.4	8	2	-3.0	x	1	x	5	x
O=C(Nc1ccc(F)cc1)c1cccc(N2C(=O)C3C4C=CC(C4)C3C2=O)c1 (stereo not given)	-3	-0.3	-7	-3	-4.5	-0.4	1	20	-8	-1
Cc1ccccc1-c1cn(-c2ccccc2)c(=S)[nH]1	12	-0.5	-1	6	x	0.3	9	-1	16	-4
Cc1ccc(C(=O)Nc2nc3ccccc3s2)s1	17	-2.0	-1	-11	-2.6	4.0	4	4	25	-13
Cc1[nH]c2ccccc2c1/C=N/Nc1ccccc1[N+](=O)[O-]	16	x	-84	2	-1.4	-5.2	-7	15	5	26
CC(C)[C@@H](CO)NC(=O)c1ccc2c3n(nc2c1)-c1ccccc1CO3	9	-1.5	-9	-14	0.4	-3.0	14	22	15	-6
Cc1ccc(S(=O)(=O)N2C[C@@H]3[C@H]4CC[C@H](C4)[C@@H]3[C@@H](C)[C@H]2c2ccco2)cc1	0	-0.2	-3	9	-2.0	x	0	x	-5	x
COc1cc2c(cc1OC)C(c1ccc3c(c1)Cc1ccccc1-3)OC(=O)C2 (stereo not given)	x	-1.2	-7	-16	-3.4	x	-2	x	-8	x
CCOC(=O)C1CCCN(C(=O)c2cc(OC)ccc2Br)CC1 (stereo not given)	x	0.6	1	1	0.8	x	-2	x	9	x
Cc1cc(NC(=O)c2ccc([N+](=O)[O-])cc2)n(CCC#N)n1	12	-0.5	-1	3	-2.9	1.8	-4	-7	1	-25
COCc1cc(C)nc(SC)c1C#N	9	x	0	9	-1.1	-1.3	1	7	9	-6
CCN(CC(=O)NC(C)(C)C)C(=O)c1ccc2c(c1)S(=O)(=O)c1ccccc1C2=O	3	x	-4	-1	0.6	2.0	0	2	5	0
COc1cc([C@H](Cc2ccccc2)NC(C)=O)oc(=O)c1	-7	-1.7	3	-2	-0.5	2.3	2	7	-3	-3
COc1ccc(S(=O)(=O)N2CCOC23CCN(C(=O)c2ccccc2OC)CC3)cc1	-2	x	-8	1	-0.5	0.8	-2	x	5	6
Cc1ccc(N2C(=O)c3ccc(C(=O)NCCN4CCOCC4)cc3C2=O)cc1	1	1.3	-10	4	-0.4	2.0	1	32	4	0
COc1ccc(/C=N/NC(=O)c2sccc2OCc2ccc(F)cc2)cc1OC	-2	-1.2	-11	-2	-13	1.1	0	26	24	1
Cc1ccc(NC(=O)c2ccc3c(c2)N(CC(=O)NC(C)C)C(=O)C(C)(C)O3)cc1	-1	-2.0	1	-12	0.2	1.6	-1	1	12	5
N#CC1=C(N)Oc2c(oc(CO)cc2=O)C1c1ccccc1[N+](=O)[O-] (stereo not given)	9	-0.5	-8	-10	-0.8	-0.7	2	21	-4	-4
CC(C)(C)OC(=O)NCCCC[C@H](NC(=O)c1nc[nH]c1C(=O)N[C@@H](CCCCNC(=O)OC(C)(C)C)C(=O)OC(C)(C)C)C(=O)OC(C)(C)C	8	-0.3	1	23	-1.4	1.8	-4	30	4	-36
Cn1nccc1C(=O)NCCN1C(=O)OC(C)(C)C1(C)O (stereo not given)	6	-1.2	5	-9	-2.3	-2.2	-1	-1	-1	-1
CCOc1ccccc1N1CC(C(=O)N(CC)C2CCS(=O)(=O)C2)CC1=O (stereo not given)	0	x	0	11	0.1	-0.8	4	x	1	3
COCC(C)NC(=O)/C=C/c1ccc(OC)cc1 (stereo not given)	1	x	-6	18	0.7	0.4	0	10	2	-2
CCCNC(=O)c1ccccc1NC(=O)c1ccccc1N(C)S(=O)(=O)c1ccc(C)cc1	3	-1.6	38*	-7	0.8	x	1	22	8	x
COc1ccc(-c2nn(-c3ccccc3)cc2CNC(C)Cn2cncn2)c(F)c1 (stereo not given)	2	-0.5	-2	-17	-4.2	-2.1	-1	13	-11	4
CCCS(=O)(=O)NC(=O)C1(C)CCN(C(=O)Cc2ccc3ccccc3c2)C1 (stereo not given)	x	-0.9	-2	-2	-2.6	x	4	x	10	x
COc1ccc(/C=N\NC(=O)c2cc(O)c(O)c(O)c2)cc1COc1ccc(C(=O)OCC(C)C)cc1	-2	-2.0	17	8	-3.8	-1.7	1	-16	19	3
CS/C(=C/[N+](=O)[O-])Nc1cccc2c1C(C)CC2(C)C (stereo not given)	4	x	-1	-4	-1.3	-1.0	-5	6	16	-11

Screens as filed in PubChem BioAssay.
